WRN helicase inh = qHTS for Inhibitors of WRN Helicase; Bifunctional 3'-5' exonuclease/ATP-dependent helicase WRN (Homo sapiens), Q14191; WRN helicase unwinding, fluorescent forked duplex, kinetic; Potency, µM (doses to about 114 µM), inactives show top-dose activity change, negative = inhibition, most hits filed as inhibitors; 360,000 compounds, 0.46% hits; also: potency is read from the fitted curve at half-maximal effect; % is scaled to controls: 0 for no effect and ±100 for the full control effect; nearly all actives have a fitted effect of over 55% in size
Target sequence (Q14191 whole entry, looked up): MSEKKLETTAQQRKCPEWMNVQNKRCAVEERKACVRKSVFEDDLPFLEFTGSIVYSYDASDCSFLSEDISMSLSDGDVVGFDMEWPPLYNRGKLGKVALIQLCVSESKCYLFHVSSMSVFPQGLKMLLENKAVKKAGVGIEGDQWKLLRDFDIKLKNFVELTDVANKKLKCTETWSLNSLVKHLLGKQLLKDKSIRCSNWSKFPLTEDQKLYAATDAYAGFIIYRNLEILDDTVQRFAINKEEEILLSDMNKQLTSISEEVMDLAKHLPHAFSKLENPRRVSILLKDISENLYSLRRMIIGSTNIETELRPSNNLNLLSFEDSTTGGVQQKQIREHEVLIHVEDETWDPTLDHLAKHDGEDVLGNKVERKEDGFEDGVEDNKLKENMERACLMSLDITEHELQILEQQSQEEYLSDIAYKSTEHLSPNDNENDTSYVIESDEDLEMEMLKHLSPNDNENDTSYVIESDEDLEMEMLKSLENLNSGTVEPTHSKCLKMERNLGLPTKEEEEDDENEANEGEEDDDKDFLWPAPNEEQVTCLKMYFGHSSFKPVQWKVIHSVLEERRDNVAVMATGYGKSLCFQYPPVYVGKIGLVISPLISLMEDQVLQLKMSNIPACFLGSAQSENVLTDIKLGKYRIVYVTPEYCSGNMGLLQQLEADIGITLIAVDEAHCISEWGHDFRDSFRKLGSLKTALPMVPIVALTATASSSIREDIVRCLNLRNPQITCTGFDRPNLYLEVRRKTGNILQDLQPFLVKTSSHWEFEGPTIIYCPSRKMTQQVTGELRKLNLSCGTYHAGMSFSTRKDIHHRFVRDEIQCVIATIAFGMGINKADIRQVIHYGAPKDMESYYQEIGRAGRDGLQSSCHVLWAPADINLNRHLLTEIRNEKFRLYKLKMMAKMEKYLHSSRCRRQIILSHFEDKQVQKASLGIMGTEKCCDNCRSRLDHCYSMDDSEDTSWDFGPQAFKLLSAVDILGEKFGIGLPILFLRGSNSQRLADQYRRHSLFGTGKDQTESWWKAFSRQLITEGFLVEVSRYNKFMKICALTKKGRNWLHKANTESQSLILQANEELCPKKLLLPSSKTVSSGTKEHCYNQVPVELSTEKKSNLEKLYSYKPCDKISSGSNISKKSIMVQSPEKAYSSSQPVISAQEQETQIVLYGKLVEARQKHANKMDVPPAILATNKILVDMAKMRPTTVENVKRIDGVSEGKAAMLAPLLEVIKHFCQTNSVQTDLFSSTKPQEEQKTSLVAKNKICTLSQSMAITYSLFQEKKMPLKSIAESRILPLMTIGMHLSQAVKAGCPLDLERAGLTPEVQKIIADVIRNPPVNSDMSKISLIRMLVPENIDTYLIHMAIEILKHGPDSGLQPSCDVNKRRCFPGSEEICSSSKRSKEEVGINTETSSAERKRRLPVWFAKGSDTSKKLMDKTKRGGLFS
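WRN at 20 nM final preincubated with compound 15 min at room temperature; reaction started with 100 nM fluorophore/quencher forked duplex oligonucleotide and 2 mM ATP final. Unwinding followed kinetically by red fluorescence (ex 525, em 598 nm).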
KB-V1 cytotox = qHTS assay for MDR1-selective chemotherapeutics: Primary screen using the drug-selected MDR subline cells KB-V1; KB-V1 MDR cells viability, CellTiter-Glo, 72 h; Potency, µM (doses to about 46.1 µM), for the others: top-dose activity change, negative = cytotoxicity, hits mostly cytotoxic; 400,000 compounds, 3.4% hits; AID 1347076, 2019; also: potency is read from the fitted curve at half-maximal effect; % is scaled to controls: 0 for no effect and ±100 for the full control effect; nearly all actives have a fitted effect of over 60% in size
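Readout: CellTiter-Glo luminescence, 10 min after addition. Cells: KB-V1 MDR subline, 72 h at 37 degrees C with compound. Analysis: corrected, normalized data fitted to concentration-effect curves.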
HT1080 IDH1KD tx = qHTS for induction of synthetic lethality in tumor cells producing 2HG: qHTS for the HT-1080-IDH1KD cell line | HT-1080 IDH1 knockdown viability, ATP luminescence, 48 h | Potency, µM (series often up to 46.1 µM), inactives show top-dose activity, negative = toxicity, usual class: cytotoxic | 360,000 compounds, 2% hits;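 also: potency is read from the fitted curve at half-maximal effect; 0% = DMSO wells and -100% = cell-free medium wells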
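Viability of IDH1-knockdown HT-1080 fibrosarcoma cells was assessed by CellTiter-Glo after 48 h at 37 °C with titrated compound; concentration-effect curves were classified by fit quality and response size.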
ATXN2 expr inh = Primary qHTS for Inhibitors of ATXN expression; HEK-293 ATXN2-luciferase reporter, luminescence, 24 h; 360,000 compounds, 0.72% hits; AID 1745845, 2022; Potency, µM (titrated, usually from 57 µM), inactives show top-dose activity change, negative = inhibition, actives largely listed as inhibitors; also: potency is read from the fitted curve at half-maximal effect; % is scaled to controls: 0 for no effect and ±100 for the full control effect; nearly all actives have a fitted effect of over 55% in size
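ATXN2-luciferase reporter cells (luciferase flanked by upstream and downstream ATXN2 gene portions) were treated 24 h at 37 °C with compounds at up to 57 uM. SteadyGlo luminescence gave expression; GF-AFC fluorescence gave viability.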
IL1B secr inh = qHTS for Inhibitors of Inflammasome Signaling: IL-1-beta AlphaLISA Primary Screen. activity change, % at 57.5 µM. THP-1 LPS/ATP IL-1B secretion, AlphaLISA, 16 h; stronger effect = lower value. AID 743279, 2014. 360,000 compounds, 4.7% hits; in the data active = activity change below about -50%; inconclusive = mostly about -30% to -49%; also: % is scaled to controls: 0 for no effect and ±100 for the full control effect
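THP-1 cells pretreated 1 hr with compounds (up to 57.5 uM final), then stimulated with LPS (250 ng/mL final) plus ATP (1.25 mM final); secreted IL-1B measured by AlphaLISA after 16 hr, decreased signal indicating inhibition.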
HT1080-NT tox = qHTS for induction of synthetic lethality in tumor cells producing 2HG: qHTS for the HT-1080-NT fibrosarcoma cell line; HT-1080-NT fibrosarcoma viability, CellTiter-Glo ATP luminescence, 48 h; Potency, µM (top dose mostly 46.1 µM), inactives show top-dose activity, negative = less viability, actives largely listed as cytotoxic; 360,000 compounds, 1.6% hits; AID 686970, 2013;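 also: NT is the 2HG producing partner of a matched IDH1 knockdown line; potency is read from the fitted curve at half-maximal effect; 0% = DMSO-treated cells and -100% = media-only wells without cells; nearly all actives have a fitted effect of over 55% in size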
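Luminescent CellTiter-Glo readout after 48 hours of compound exposure at 37 degrees C defined viability of HT-1080-NT cells. Activity was normalized to DMSO wells and cell-free media wells; concentration-response curves were fitted and assigned curve classes.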
MCF10A rereplic = A quantitative high throughput screen for small molecules that induce DNA re-replication in MCF 10a normal breast cells. Potency, µM (highest dose often 46.1 µM), for inactives: at the highest dose activity, positive = re-replication, hits mostly activators. AID 624296, 2012. MCF 10A DNA re-replication, Hoechst nuclear intensity, 48 h. 350,000 compounds, 2.9% hits; also: potency is read from the fitted curve at half-maximal effect; % of control where 0% means no effect; nearly all actives have a fitted effect of over 50% in size
KB-3-1 tox = qHTS assay for MDR1-selective chemotherapeutics: Primary screen using the parental adenocarcinoma cell KB-3-1; KB-3-1 viability, CellTiter-Glo ATP luminescence, 72 h; Potency, µM (titrated, usually from 46.1 µM), for inactives: top-dose activity change, negative = cytotoxic, most hits filed as cytotoxic; 400,000 compounds, 1.4% hits; AID 1347075, 2019; also: potency is read from the fitted curve at half-maximal effect; % is scaled to controls: 0 for no effect and ±100 for the full control effect; nearly all actives have a fitted effect of over 60% in size
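72 h, 37 °C compound treatment of KB-3-1 parental cells; CellTiter-Glo added, 10 min, luminescence read. Data corrected against DMSO-only plates and normalized before curve fitting.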
SW480 rerep = A quantitative high throughput screen for small molecules that induce DNA re-replication in SW480 colon adenocarcinoma cells. SW480 DNA re-replication, Hoechst DNA content imaging, 48 h. Potency, µM (doses to about 46.1 µM), for the others: at the highest dose re-replication activation, hits mostly activators. AID 624297, 2012. 340,000 compounds, 1.8% hits; also: potency is read from the fitted curve at half-maximal effect; % of control where 0% means no effect; nearly all actives have a fitted effect of over 55% in size
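Readout is total intensity of Hoechst-stained nuclei, excited at 405 nm and collected at 500-530 nm. Compound treatment lasted 48 hr at 37 C in 5% CO2 before staining.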
An asterisk follows results filed as active; ? = inconclusive; . = not tested or not shown; [ ] = another dose, or the depositor's remark. Unless noted, calls follow the shape of the dose curve; as a rule, active = well fitted curve in the direction sought with a large enough effect; inconclusive = small, poorly fitted or top-dose-only effect, or another doubt; inactive = no such curve, though single readings can be large; an effect the other way counts as inactive or inconclusive. Compounds were not picked by outcome; overall some 12% were active at least once.

| SMILES | IL1B secr inh | MCF10A rereplic | HT1080-NT tox | KB-V1 cytotox | ATXN2 expr inh | WRN helicase inh | HT1080 IDH1KD tx | KB-3-1 tox | SW480 rerep |
| --- | --- | --- | --- | --- | --- | --- | --- | --- | --- |
| CCOC(=O)c1[nH]c2c(c1C)C(=O)CC(c1ccc(F)cc1)C2 (centres undefined) | 126.1 | ? | 2.06µM* | ? | -9.9% | -10.2%[11.6 µM] | 2.91µM* | ? | ? |
| COCC(C)OC(=O)/C(C#N)=C\c1coc2ccc(C)cc2c1=O (centres undefined) | -2.4 | ? | -5.7% | 13.5% | -8.0% | ? | -10.0% | -1.5% | -5.7% |
| NC(=O)C1CCN(C(=O)C(=O)c2cn(CC(=O)N3CCCCCC3)c3ccccc23)CC1 | 6.2 | 1.1% | 3.4% | ? | -3.5% | 6.8% | 4.9% | 15.9% | 15.3% |
| COC(=O)c1ccc(NC(=O)c2snnc2-c2ccccc2)cc1 | -14.2 | 22.9% | -3.4% | -2.3% | . | -9.4% | -2.6% | 0.0% | 18.0% |
| CS(=O)(=O)N1CCC2CC1c1cc(-c3ccccc3)ccc12 (centres undefined) | 24.4 | 3.7% | 18.5% | 24.3% | -0.7% | 2.2% | 10.7% | 14.6% | -3.0% |
| CN(Cc1ccccc1)C(=O)c1cccc(NC(=O)Cc2ccc(NC(=O)C3CCN(C(=O)C4CCCC4)CC3)cc2)c1 | -12.1 | ? | -0.1% | 7.4% | -25.7% | -7.5% | -2.9% | -1.8% | 11.7%[9.22 µM] |
| COc1ccc(NCc2nn(CC(=O)c3ccc(Br)cc3)c3[n+]2CCCCC3)cc1 | ? | -0.6% | 15.1% | 5.7% | 10.4% | 5.0% | -2.3% | 24.1% | -1.8% |
| Cc1n[nH]c(C)c1C(=O)CC1(O)C(=O)N(CCc2ccccc2)c2ccc(Br)cc21 (centres undefined) | -10.8 | -9.0% | -3.5% | 10.9% | 6.7% | -7.9% | ? | ? | -5.9% |
| CCOC(=O)Nc1nc(-c2ccc(F)cc2F)cs1 | -7.0 | 2.7% | 26.7% | ? | 39.0%[activator] | 8.3% | 12.1% | -0.2% | -7.4% |
| CCOC(=O)C1(Cc2cccc(OC)c2)CCCN(Cc2cc(C(C)C)n[nH]2)C1 (centres undefined) | -1.3 | 12.6% | -6.1% | ? | -16.8% | -9.4% | -0.8% | ? | ? |
| COc1ccc(OCC(=O)NC2CC(C)(C)NC(C)(C)C2)cc1 | 0.0 | -6.7% | 2.1% | 6.7% | 45.9%[activator] | -1.2% | 8.6% | ? | -3.5% |
| Cc1ccc(OCCNC(=O)C2CC(=O)N(c3ccc(C)cc3)C2)cc1 (centres undefined) | 7.0 | -6.0% | -1.0% | -0.9% | -29.6% | -23.7% | -1.3% | -0.7% | -8.7% |
| Cc1cc(C)cc(N2C(=O)c3nccnc3C2=O)c1 | 24.1 | -5.6% | -3.7% | 0.3% | 0.3% | 2.2% | 9.3% | -5.2% | -4.3% |
| O=S(=O)(Nc1cc(F)ccc1F)c1cccc2nonc12 | 23.4 | 2.7% | -6.1% | 0.0% | 3.7% | -14.0% | 0.7% | -23.2% | 28.9% |
| O=[N+]([O-])c1ccc(COc2ccc(CN3CCOCC3)cc2)cc1 | -26.9 | 18.4% | 1.9% | -0.1% | 0.6% | -4.2% | 2.1% | 0.0% | -24.7% |
| Cc1cccc(OCCCC(=O)NNC(=O)c2ccc(F)cc2)c1 | 12.4 | -2.3% | 3.4% | ? | 5.1% | 5.1% | 1.9% | 6.6% | -6.5% |
| Cc1cc(C)nc(-n2nc(C)c(Sc3ccc(F)cc3)c2N)n1 | -10.8 | 3.26µM* | 3.98µM* | ? | 30.9%[activator] | 1.2% | 5.01µM* | -6.6% | 18.4µM* |
| CN(Cc1ccccc1)C(=O)c1ccc(NC(=O)Cc2ccc(NC(=O)C3CCCN(S(=O)(=O)c4cccc([N+](=O)[O-])c4)C3)cc2)cc1 (centres undefined) | 17.1 | 1.4% | -1.2% | -9.5% | -13.0% | 0.4% | -7.5% | -21.4% | 0.3% |
| COc1ccc(CC(=O)NC(C)c2ccc(Cl)c(Cl)c2)cc1S(=O)(=O)N1CCOCC1 (centres undefined) | -9.1 | -1.2% | -1.3% | 23.1µM* | -3.6% | 5.8% | -4.9% | 3.0% | 3.0% |
| O=C(NNC(=O)C1CCC1)c1ccccc1 | -19.7 | 5.9% | -1.7%[9.24 µM] | ? | 11.2% | -1.5% | 4.4% | -0.2% | -17.7% |
| COc1ccc(-c2cncc3nccn23)cc1OC | -6.0 | . | 0.4% | 2.1% | 1.4% | 0.9% | -9.0% | 0.0% | . |
| CCc1nnc(NC(=O)c2cccc(S(=O)(=O)N(C)c3ccc(OC)cc3)c2)s1 | 6.3 | -29.7% | 3.4% | ? | -9.9% | -12.7% | 1.6% | 7.2% | ? |
| CCCCn1c(N)c(N(CCC(C)C)C(=O)COC(=O)c2ccccc2)c(=O)[nH]c1=O | 28.1 | -2.7% | -17.4% | 7.1% | -3.8% | 1.5% | -13.4% | 1.5% | 0.0% |
| CN(C)CCCN(Cc1cc2cc3c(cc2[nH]c1=O)OCO3)C(=S)Nc1ccccc1 | -62.1* | 2.6% | -6.1% | 0.0% | -33.6% | 4.2% | -4.5% | ? | -3.4% |
| C=CCNC(=S)N(Cc1ccccc1)Cc1ccc(F)cc1 | -16.2 | 0.9% | -10.2% | -28.6% | -11.4% | -10.3% | -1.5% | 0.5% | -18.0% |
| Cc1ccccc1C(=O)N1CCC(C(=O)Nc2cc(C(F)(F)F)ccc2N2CCCC2)CC1 | -4.9 | 2.3% | -0.8% | -5.6% | 4.0% | -10.2% | -1.5% | 2.6% | -2.3% |
| O=C(CSc1nnc(COc2cccc3ccccc23)o1)N1CCN(C(=O)c2ccco2)CC1 | 6.6 | -1.9% | 5.5% | 0.5% | -9.8% | -5.4% | 2.2% | -8.1% | -1.4% |
| CCSc1nnc(N(CCC#N)CCC#N)s1 | -27.8 | 0.2% | ? | 7.5% | 7.8% | 3.2% | 8.1% | 3.0% | -2.4% |
| CC(=O)N1CCN(C(=S)NC(=O)c2c(-c3ccccc3Cl)noc2C)CC1 | 10.7 | -1.6% | 15.7% | -9.8% | -3.3% | -5.6% | ? | 4.1% | -15.4% |
| COc1ccc(CN(C)CC(=O)Nc2ccccc2C(F)(F)F)c(OC)c1 | 3.8 | 12.5% | 0.2% | ? | 9.0% | ? | -1.9% | -14.0% | -0.2% |
| CCNC(=S)Nc1ccc2c(c1)oc1ccccc12 | -13.8 | 5.9% | 16.5% | 4.1% | . | -8.0% | 19.4% | 6.2% | -2.8% |
| OC1(C2(O)CC(c3ccccc3)ON2)CCCCC1 (centres undefined) | -68.8* | ? | -21.5% | ? | -22.1% | 4.6% | -13.0% | ? | ? |
| Cc1c(Cl)cccc1NC(=O)CSc1nc(=O)n(CCCN2CCOCC2)c2c1CCC2 | ? | 3.4% | -1.1% | -2.7% | 7.7% | 1.1% | 3.7% | -9.9% | -4.3% |
| CC(C)N(C(=O)[C@H]1CC(CC(=O)NCCC2=CCCCC2)C(=O)N2CCc3c([nH]c4ccccc34)[C@]12C)C(C)C (some centres undefined) | ? | -8.4% | 1.9% | 0.6% | ? | -1.1% | 3.1% | 0.0% | -42.1% |
| O=C(/C=C\c1ccco1)Nc1cc([N+](=O)[O-])ccc1F | 22.3 | ? | 1.46µM* | 1.16µM* | 18.2% | 7.0% | ? | 4.11µM* | 0.581µM* |
| O=C(Nc1cccc(C(=O)N2CCCCC2)c1)c1ccccc1Br | -8.9 | 20.2% | 0.0% | . | 0.0% | -32.0% | -8.2% | . | 27.4% |
| Cc1ccc(NC(=O)c2ccc(S(=O)(=O)NCc3ccco3)cc2)nc1 | 3.8 | ? | -26.7% | ? | 17.5% | -3.3% | ? | 20.6µM* | 20.6µM* |
| Cc1cc(OCC(=O)Nc2nnc(C3CC3)s2)ccc1C(C)C | 26.5 | 2.4% | 12.3% | 13.4% | 4.5% | -5.5% | 0.6% | -3.0% | -2.2% |
| CC(C)CNC(=O)/C=C/C(=O)O | -22.2 | 17.3% | -2.2% | -2.8% | . | 7.1% | -5.5% | -24.2% | -9.5% |
| Cc1ccc(-c2c[n+](CC(=O)OCc3ccccc3)c3n2CCC3)cc1 | 6.5 | ? | 22.7% | 11.7% | 4.7% | -4.7% | 17.5% | 10.1% | 9.2µM* |
| O=C(Nc1ccc2c(c1)OCO2)c1cnn2cccnc12 | 10.6 | -3.5% | 0.2% | -15.3% | -20.0% | 0.6% | -11.4% | -10.2% | -6.4% |
| COc1ccc(C2=Nc3ccccc3N(C(=O)c3cc(Cl)cc(Cl)c3)C2C(=O)NCc2ccccc2)cc1 (centres undefined) | 15.6 | . | -10.2% | ? | . | -2.7% | -1.0% | -10.2% | . |
| COc1ccc(-c2csc(NC(=O)c3ccco3)n2)cc1 | -26.3 | 12.7% | 9.9% | -4.9% | 45.7%[activator] | -19.0% | 3.6% | 1.0% | 0.5%[9.22 µM] |
| CC(=O)c1c(C(C)=O)c(C)n(-c2ccc(O)cc2)c1C | 12.8 | 3.9% | -1.6% | -1.1% | 2.5% | 6.3% | -13.7% | -16.3% | 0.9% |

Screening results as filed in PubChem BioAssay.
